BioA inh = M. tuberculosis BioA enzyme inhibitors, primary screen, biochemical, plate reader, single point, HTS; 7,8-diaminopelargonic acid synthase BioA (Mycobacterium tuberculosis); purified M. tuberculosis BioA enzyme; inhibition, % at 9.99 µM; hit rate 0.096% among 360,000; AID 602481, 2012; in the data active means inhibition above about 40%
The depositor's hits bear a star.

canonical_smiles,BioA inh
C[C@H](CO)N1C[C@H](C)[C@H](CN(C)Cc2ccc(Cl)c(Cl)c2)Oc2ccc(NS(=O)(=O)c3cn(C)cn3)cc2CC1=O,-0.8
C[C@@H]1CN([C@@H](C)CO)C(=O)Cc2cc(NS(=O)(=O)c3ccc(Cl)cc3)ccc2O[C@@H]1CN(C)Cc1ccncc1,-1.6
CCCNC(=O)C[C@H]1C[C@H]2c3cc(NS(C)(=O)=O)ccc3O[C@H]2[C@@H](CO)O1,-1.6
CO[C@@H]1CN(C)C(=O)c2cc(NC(=O)C3CC3)ccc2OC[C@@H](C)N(Cc2ccncc2)C[C@H]1C,-1.2
COC(=O)C[C@@H]1C[C@H]2c3cc(N(C)C)ccc3O[C@H]2[C@@H](CO)O1,-1.8
CN(C)CC(=O)Nc1ccc2c(c1)[C@@H]1C[C@H](CC(=O)N3CCOCC3)O[C@@H](CO)[C@@H]1O2,-2.5
C[C@@H]1CN([C@@H](C)CO)C(=O)c2cccc(NC(=O)Nc3ccc(F)cc3)c2O[C@H]1CN(C)Cc1ccc(Cl)c(Cl)c1,-1.1
C[C@H]1CN([C@@H](C)CO)C(=O)c2cc(NC(=O)Nc3ccccc3)ccc2O[C@H]1CN(C)Cc1ccc(-c2ccccc2)cc1,-3.8
CC(C)NC(=O)N(C)C[C@@H]1Oc2ncc(C#Cc3ccccc3F)cc2C(=O)N([C@@H](C)CO)C[C@@H]1C,-0.9
COc1ccc(S(=O)(=O)N(C)C[C@H]2OCCCC[C@@H](C)Oc3ccc(NS(=O)(=O)c4ccccc4)cc3C(=O)N([C@@H](C)CO)C[C@@H]2C)cc1,0.9
CCC(=O)N1CCCCN2[C@H](CO)[C@@H](c3ccc(C#Cc4cccnc4)cc3)[C@H]2C1,10
COc1ccc(S(=O)(=O)N(C)C[C@H]2Oc3cc(C#CC4CC4)ccc3S(=O)(=O)N([C@@H](C)CO)C[C@@H]2C)cc1,-1.8
COCCNC(=O)C[C@@H]1CC[C@@H]2[C@@H](COc3ccc(NC(=O)c4cc(C)on4)cc3C(=O)N2C)O1,0.2
COc1ccc(S(=O)(=O)N(C)C[C@H]2OCCCC[C@H](C)Oc3ccc(N(C)C)cc3C(=O)N([C@H](C)CO)C[C@H]2C)cc1,2.1
CC(C)CC#Cc1ccc2c(c1)O[C@H](CN(C)Cc1ccncc1)[C@@H](C)CN([C@@H](C)CO)S2(=O)=O,-3.6
Cc1ccc(S(=O)(=O)N[C@H]2CC[C@@H](CCNC(=O)c3ccc4c(c3)OCO4)O[C@H]2CO)cc1,3.8
CCC(=O)N1C[C@@H](C)[C@@H](OC)CN(C)C(=O)c2ccc(NS(C)(=O)=O)cc2OC[C@@H]1C,-0.2
C[C@H](CO)N1C[C@H](C)[C@@H](CN(C)Cc2ccccc2)Oc2ccc(NC(=O)NC3CCCCC3)cc2C1=O,21
CN(C)CC#Cc1ccc([C@@H]2[C@H]3CN(C(=O)C4CCC4)CCCCN3[C@H]2CO)cc1,-2.2
C[C@@H]1CN([C@H](C)CO)C(=O)c2cc(-c3ccccc3F)cnc2O[C@H]1CN(C)C(=O)c1ccccn1,3.3
C[C@H](CO)N1C[C@H](C)[C@H](CN(C)Cc2ccccn2)Oc2ncc(C#CC3CC3)cc2C1=O,-0.1
C/C=C/c1cnc2c(c1)C(=O)N([C@H](C)CO)C[C@@H](C)[C@H](CN(C)S(=O)(=O)c1cccs1)O2,17
CC(=O)N1[C@H](CNC(=O)CN2CCOCC2)[C@H](c2ccccc2)[C@@H]1CO,23
COc1ccccc1-c1cn(CC[C@@H]2CC[C@@H](NC(=O)NC(C)C)[C@H](CO)O2)nn1,-0.2
C[C@@H]1CN([C@H](C)CO)C(=O)c2cc(NC(=O)c3ccncc3)ccc2O[C@@H](C)CCCCO[C@H]1CN(C)S(=O)(=O)c1cccs1,-1.5
CCNC(=O)C[C@H]1C=C[C@@H](NC(=O)C2CC2)[C@@H](CO)O1,-2.7
Cc1noc(C)c1NC(=O)N(C)C[C@@H]1OCCCC[C@@H](C)Oc2ccc(NC(=O)Nc3ccccc3)cc2C(=O)N([C@H](C)CO)C[C@@H]1C,-5.5
O=C(C[C@H]1CC[C@@H]2[C@H](COC[C@H](O)CN2C(=O)Nc2ccc(Cl)c(Cl)c2)O1)NCc1ccc(Cl)c(Cl)c1,-5.1
C[C@H](CO)N1C[C@H](C)[C@H](CN(C)CC2CCCC2)Oc2ncc(Br)cc2C1=O,-1.4
C[C@H]1CN([C@@H](C)CO)C(=O)c2cc(NS(C)(=O)=O)ccc2O[C@H]1CN(C)Cc1ccc(Oc2ccccc2)cc1,1.2
CC(C)NC(=O)Nc1ccc2c(c1)CC(=O)N([C@@H](C)CO)C[C@@H](C)[C@@H](CN(C)S(=O)(=O)c1cccs1)O2,1.7
CCCC(=O)Nc1ccc2c(c1)C(=O)N(C)[C@@H]1CC[C@H](CC(=O)Nc3ccccc3)O[C@H]1CO2,-1.1
C[C@@H]1CN([C@@H](C)CO)S(=O)(=O)c2ccc(C3=CCCCC3)cc2O[C@H]1CN(C)C(=O)c1ccc(F)cc1,-1.2
O=C(NC1CCC1)[C@@H]1[C@@H](CO)[C@@H]2Cn3c(ccc(-c4ccccc4)c3=O)[C@@H]2N1Cc1ccccn1,0.3
CC(C)C#Cc1ccc2c(c1)O[C@H](CN(C)C(=O)c1ccncc1)[C@H](C)CN([C@@H](C)CO)S2(=O)=O,0.6
Cc1ccc(S(=O)(=O)Nc2ccc3c(c2)C(=O)N([C@@H](C)CO)C[C@H](C)[C@H](CN(C)Cc2ccc4c(c2)OCO4)OCCCC[C@@H](C)O3)cc1,-0.3
Cc1noc(C)c1NC(=O)N(C)C[C@H]1Oc2ccc(NC(=O)Cc3ccccc3)cc2C(=O)N([C@@H](C)CO)C[C@@H]1C,-7.1
Cc1noc(C)c1S(=O)(=O)Nc1ccc2c(c1)C(=O)N([C@H](C)CO)C[C@@H](C)[C@@H](CN(C)C(=O)Cc1ccccc1)OCCCC[C@H](C)O2,1.2
O=C(C[C@@H]1C[C@@H]2c3cc(NC(=O)NC4CCCC4)ccc3O[C@@H]2[C@H](CO)O1)NCC(F)(F)F,-2.2
C[C@@H]1CCCCO[C@H](CN(C)C(=O)Nc2ccc(C(F)(F)F)cc2)[C@@H](C)CN([C@@H](C)CO)C(=O)c2cc(NS(=O)(=O)c3ccc(Cl)cc3)ccc2O1,0.1
C[C@@H]1CN([C@H](C)CO)C(=O)c2cc(-c3ccc(C#N)cc3)cnc2O[C@@H]1CN(C)Cc1ccncc1,-0.5
Cc1ccccc1CN(C)C[C@H]1OCc2cn(nn2)CCCC(=O)N([C@H](C)CO)C[C@@H]1C,0.4
CC(C)NC(=O)N(C)C[C@H]1Oc2ncc(-c3ccc(C(=O)N(C)C)cc3)cc2C(=O)N([C@@H](C)CO)C[C@H]1C,1.2
CCCN(C)C[C@H]1Oc2ncc(-c3ccncc3)cc2C(=O)N([C@@H](C)CO)C[C@@H]1C,-2.6
CC(C)C(=O)Nc1ccc2c(c1)C(=O)N(C)[C@@H]1CC[C@H](CC(=O)N[C@@H](C)c3ccccc3)O[C@H]1CO2,1.1
Cc1ccc(S(=O)(=O)N(C)C[C@H]2OCCCC[C@@H](C)Oc3ccc(NC(=O)Nc4ccc5c(c4)OCO5)cc3C(=O)N([C@@H](C)CO)C[C@@H]2C)cc1,-2.4
C[C@H]1CN([C@@H](C)CO)C(=O)c2cc(-c3ccc(C(=O)N(C)C)cc3)cnc2O[C@@H]1CN(C)C(=O)c1ccncc1,0.7
CC(C)(O)C#Cc1ccc([C@H]2[C@@H](CO)N3CCCCN(C(=O)c4ccncc4)C[C@@H]23)cc1,4.5
CO[C@H]1CN(C)C(=O)c2ccc(NC(=O)c3ccc(F)cc3)cc2OC[C@@H](C)NC[C@@H]1C,-1.3
CN1C(=O)c2cc(NC(=O)c3ccc(Cl)cc3)ccc2OC[C@H]2O[C@@H](CC(=O)NCc3cccc(F)c3)CC[C@H]21,1.5
COc1ccc(C#Cc2ccc([C@H]3[C@@H](CO)N4CCCCN(C(=O)Nc5cccc(F)c5)C[C@H]34)cc2)cc1,-2.5
COc1cccc(C(=O)Nc2ccc3c(c2)C(=O)N(C)C[C@@H](OC)[C@@H](C)CN(C(=O)C2CCCC2)[C@@H](C)CO3)c1,-2.9
Cc1ccc(S(=O)(=O)Nc2ccc3c(c2)C(=O)N([C@@H](C)CO)C[C@H](C)[C@H](CN(C)Cc2ccc(C(=O)O)cc2)OCCCC[C@@H](C)O3)cc1,0.7
CCCNC(=O)C[C@H]1CC[C@H]2[C@@H](COC[C@H](O)CN2CC2CCCCC2)O1,-0.6
C[C@@H]1CN([C@@H](C)CO)C(=O)c2cccc(NC(=O)C3CC3)c2O[C@H]1CN(C)Cc1ccc(C(=O)Nc2ccccc2N)cc1,-1.1
C[C@H](CO)N1C[C@H](C)[C@H](CN(C)C(=O)Nc2ccc(C(F)(F)F)cc2)Oc2ccc(NC(=O)CCN3CCOCC3)cc2C1=O,-0.6

Molecules from the list above that contain a CF3 group:
canonical_smiles,BioA inh
O=C(C[C@@H]1C[C@@H]2c3cc(NC(=O)NC4CCCC4)ccc3O[C@@H]2[C@H](CO)O1)NCC(F)(F)F,-2.2
C[C@@H]1CCCCO[C@H](CN(C)C(=O)Nc2ccc(C(F)(F)F)cc2)[C@@H](C)CN([C@@H](C)CO)C(=O)c2cc(NS(=O)(=O)c3ccc(Cl)cc3)ccc2O1,0.1
C[C@H](CO)N1C[C@H](C)[C@H](CN(C)C(=O)Nc2ccc(C(F)(F)F)cc2)Oc2ccc(NC(=O)CCN3CCOCC3)cc2C1=O,-0.6

Molecules from the list above with a thiophene ring, fused or not, in the order listed:
canonical_smiles,BioA inh
C/C=C/c1cnc2c(c1)C(=O)N([C@H](C)CO)C[C@@H](C)[C@H](CN(C)S(=O)(=O)c1cccs1)O2,17
C[C@@H]1CN([C@H](C)CO)C(=O)c2cc(NC(=O)c3ccncc3)ccc2O[C@@H](C)CCCCO[C@H]1CN(C)S(=O)(=O)c1cccs1,-1.5
CC(C)NC(=O)Nc1ccc2c(c1)CC(=O)N([C@@H](C)CO)C[C@@H](C)[C@@H](CN(C)S(=O)(=O)c1cccs1)O2,1.7

(more compounds)
canonical_smiles,BioA inh
CN1C(=O)c2cc(NC(=O)C3CCOCC3)ccc2OC[C@@H]2O[C@@H](CC(=O)NCc3ccc4c(c3)OCO4)CC[C@H]21,-1.5
CO[C@H]1CN(C)C(=O)c2cc(NC(=O)CC(F)(F)F)ccc2OC[C@H](C)N(S(=O)(=O)c2cn(C)cn2)C[C@@H]1C,-1.6
CCC(=O)Nc1ccc2c(c1)C(=O)N(C)C[C@H](OC)[C@H](C)CN(Cc1ccccc1OC)[C@H](C)CO2,-2.9
CCC(=O)Nc1ccc2c(c1)C(=O)N(C)C[C@@H](OC)[C@H](C)CN(C(=O)Cc1cccnc1)[C@H](C)CO2,0.3
COCC#Cc1cnc2c(c1)C(=O)N([C@@H](C)CO)C[C@H](C)[C@H](CN(C)C(=O)Nc1ccc(OC)cc1)O2,3.4
CCOC(=O)N(C)C[C@@H]1OCc2ccccc2-c2ccccc2C(=O)N([C@H](C)CO)C[C@@H]1C,0.6
COCCNC(=O)C[C@@H]1C[C@H]2c3cc(N(C)C)ccc3O[C@H]2[C@H](CO)O1,2.4
C/C=C/c1ccc([C@@H]2[C@H](CO)N3CCCCN(S(=O)(=O)c4ccc(F)cc4)C[C@@H]23)cc1,4.5
C[C@@H]1CN([C@H](C)CO)C(=O)c2cc(NC(=O)Nc3ccc4c(c3)OCO4)ccc2O[C@H]1CN(C)C(=O)Nc1ccc(C(F)(F)F)cc1,-2.2
C[C@@H]1CCCCO[C@@H](CN(C)C(=O)Nc2cccc3ccccc23)[C@@H](C)CN([C@H](C)CO)C(=O)c2cc(NC(=O)Nc3ccccc3)ccc2O1,-3.3
CCCC#Cc1cnc2c(c1)C(=O)N([C@H](C)CO)C[C@H](C)[C@@H](CN(C)C(=O)Nc1c(C)noc1C)O2,-0.6
C[C@H]1CN([C@@H](C)CO)C(=O)c2cccc(NC(=O)c3ccncc3)c2O[C@@H]1CN(C)S(=O)(=O)c1ccc(Cl)cc1,-0.2
O=C(C[C@@H]1C=C[C@@H](NC(=O)C2CCC2)[C@@H](CO)O1)NC1CCCCC1,0.5
COc1ccc(NC(=O)Nc2ccc3c(c2)C(=O)N([C@H](C)CO)C[C@H](C)[C@@H](CN(C)C(=O)c2ccccc2)OCCCC[C@H](C)O3)cc1,0.1
Cc1noc(C)c1S(=O)(=O)Nc1ccc2c(c1)C(=O)N([C@@H](C)CO)C[C@@H](C)[C@@H](CN(C)CC1CCCCC1)O2,1.5
Cc1ccc(S(=O)(=O)N(C)C[C@H]2OCCCC[C@H](C)Oc3ccc(NS(=O)(=O)c4cn(C)cn4)cc3C(=O)N([C@@H](C)CO)C[C@H]2C)cc1,2.1
C[C@H]1CN([C@@H](C)CO)C(=O)CCCn2nncc2CO[C@@H]1CN(C)C(=O)Nc1ccccc1,-1.5
C[C@H](CO)N1C[C@H](C)[C@@H](CN(C)Cc2ccc3c(c2)OCO3)Oc2ccc(NC(=O)c3ccncc3)cc2C1=O,0.0
CC(C)NC(=O)Nc1ccc2c(c1)C(=O)N([C@@H](C)CO)C[C@H](C)[C@@H](CN(C)Cc1ccc(C(F)(F)F)cc1)OCCCC[C@@H](C)O2,2.0
COc1ccc(NC(=O)Nc2ccc3c(c2)C(=O)N([C@H](C)CO)C[C@@H](C)[C@@H](CN(C)Cc2ccccc2)OCCCC[C@H](C)O3)cc1,-1.2
COC(=O)C[C@H]1CC[C@H]2[C@H](COc3ccc(NC(=O)Nc4cccc(Cl)c4)cc3C(=O)N2C)O1,-1.2
O=C(NCC[C@H]1CC[C@H](NC(=O)c2ccccc2F)[C@H](CO)O1)c1ccc2c(c1)OCO2,1.8
C[C@H](CO)N1C[C@H](C)[C@@H](CN(C)C(=O)c2ccncc2)Oc2ncc(/C=C/c3ccccc3)cc2C1=O,2.2

A portion of the library (hit frequency here may not be typical).
